Source: PubChem
CHRM4 PAM – positive allosteric modulators of human muscarinic M4 receptor; P08173; 360,000 tested, 0.4% active; activation, % at 3 µM; AID 624126; CHO-K1 hM4/Gqi5, Fluo-8 calcium fluorescence, ACh EC20; 0% = ACh EC20, 100% = maximal ACh;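 active = activation above its plate's cutoff, the mean activation of sample wells plus 3 SD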; also: some results filed as inactive read as strong as hits
Target sequence (P08173 whole entry, looked up): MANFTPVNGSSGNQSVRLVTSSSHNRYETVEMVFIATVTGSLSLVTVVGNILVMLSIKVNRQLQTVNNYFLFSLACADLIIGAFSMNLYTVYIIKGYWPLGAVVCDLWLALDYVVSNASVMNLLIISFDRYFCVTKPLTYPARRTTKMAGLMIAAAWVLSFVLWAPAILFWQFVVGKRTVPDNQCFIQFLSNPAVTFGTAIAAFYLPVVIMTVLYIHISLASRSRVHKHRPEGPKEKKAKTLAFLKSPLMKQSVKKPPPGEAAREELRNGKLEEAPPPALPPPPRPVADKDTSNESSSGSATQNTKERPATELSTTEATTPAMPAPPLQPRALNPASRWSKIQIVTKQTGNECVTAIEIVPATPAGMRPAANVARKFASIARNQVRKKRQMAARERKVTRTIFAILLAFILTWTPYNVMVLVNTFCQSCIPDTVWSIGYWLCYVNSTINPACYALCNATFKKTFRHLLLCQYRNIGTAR
CHRM4 antagonist – blocks acetylcholine activation of human M4 receptor | AID 624125 | P08173 | 360,000 tested, 0.73% active | inhibition, % at 3 µM | CHO-hM4 cells, ACh EC80, Fluo-8 calcium fluorescence;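 active = inhibition above its plate's cutoff, the mean inhibition of sample wells plus 3 SD, cut at about 27% in these data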;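 also: 0% = acetylcholine EC80 with DMSO and 100% = DMSO without agonist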
M5 ag – agonists of human muscarinic M5 receptor (CHRM5) | P08912 | CHO-K1 hM5 cells, Fluo-8 calcium fluorescence; 0% DMSO wells, 100% maximal acetylcholine response | activation, % at 3 µM | 360,000 tested, 0.19% active;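 active = activation above the run's mean over test compounds plus 3 SD, cut at about 23% in these data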;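 also: signal is peak over basal fluorescence ratio across the kinetic read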
Target sequence (P08912 whole entry, looked up): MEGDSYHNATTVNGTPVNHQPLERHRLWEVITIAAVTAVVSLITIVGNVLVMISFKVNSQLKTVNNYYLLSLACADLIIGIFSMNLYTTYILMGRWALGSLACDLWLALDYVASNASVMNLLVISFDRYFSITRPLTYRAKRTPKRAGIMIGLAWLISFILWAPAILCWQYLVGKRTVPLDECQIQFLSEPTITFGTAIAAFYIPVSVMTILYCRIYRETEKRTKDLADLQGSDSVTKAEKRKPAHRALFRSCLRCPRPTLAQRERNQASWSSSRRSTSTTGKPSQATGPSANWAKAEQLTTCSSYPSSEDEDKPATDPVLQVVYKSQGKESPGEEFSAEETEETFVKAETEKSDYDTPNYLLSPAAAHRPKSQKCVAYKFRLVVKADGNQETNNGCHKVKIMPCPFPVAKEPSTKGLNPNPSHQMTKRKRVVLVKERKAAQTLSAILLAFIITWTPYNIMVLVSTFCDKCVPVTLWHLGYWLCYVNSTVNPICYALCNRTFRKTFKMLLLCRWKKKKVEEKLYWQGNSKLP
CHRM4 agonist – CHRM4 agonism in calcium assay; P08173; CHO-K1 hM4/Gqi5, Fluo-8 calcium fluorescence; vehicle 0%, full acetylcholine response 100%; activation, % at 3 µM; 360,000 tested, 0.14% active; AID 624127;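 active = activation above the run mean over all test wells plus 3 SD, cut at about 32% in these data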;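 also: peak over basal fluorescence ratio per well then scaled between controls; 0% = DMSO wells and 100% = acetylcholine at EC100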
M5 PAM – potentiates acetylcholine response at human M5 receptor; AID 624038; activation, % at 3 µM; 360,000 tested, 0.3% active; CHO-K1 hM5, Fluo-8 calcium, ACh EC20 PAM; 0% = ACh EC20, 100% = ACh EC100; P08912;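 active = activation above the run cutoff, the mean activation of all test compounds plus 3 SD, cut at about 18% in these data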
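Probe or stimulus: acetylcholine, EC20 level; Assay system: human M5 receptor in CHO-K1 cells; Schedule: compound preincubation 140 s before EC20 acetylcholine addition; Technique: intracellular calcium via Fluo-8 fluorescence; Dosing: single-point, 3 µM nominal; Read-out basis: percent activation from peak-over-basal fluorescence ratio, scaled EC20-to-EC100 acetylcholine; Repeats: one well per compound, no replicates.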
CHO-K1 Ca antag – M1 antagonist counterscreen hit in parental CHO-K1 cells. inhibition, % at 3 µM. 360,000 tested, 0.6% active. ATP-induced calcium, Fluo-8 fluorescence. AID 602250;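 active = inhibition above a per-plate cutoff, the plate's mean sample inhibition plus 3 SD, cut at about 24% in these data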;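 also: 0% = DMSO plus EC80 ATP and 100% = DMSO alone without ATP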
M5 antag – antagonists of human muscarinic M5 receptor (CHRM5). inhibition, % at 3 µM. AID 624040. CHO-hM5 cells, Fluo-8 calcium fluorescence, ACh EC80. 360,000 tested, 0.59% active. P08912;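 active = inhibition above a per-plate cutoff, the mean of that plate's test compounds plus 3 SD, cut at about 27% in these data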;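 also: 0% = acetylcholine EC80 with DMSO and 100% = DMSO without agonist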
CHO-K1 Ca PAM – M1 PAM counterscreen hit in parental CHO-K1 cells; ATP EC20, Fluo-8 calcium fluorescence; 0% at ATP EC20, 100% at ATP max; activation, % at 3 µM; 360,000 tested, 0.02% active;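 active = activation above the run cutoff, the mean activation of all test compounds plus 3 SD, cut at about 40% in these data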;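 also: peak over basal fluorescence ratio in a 140 s read after ATP addition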
M1 ag parental – counter-screen for M1 agonists: effect in parental CHO-K1 cells; Fluo-8 calcium fluorescence; scaled to maximal ATP response, vehicle zero; activation, % at 3 µM; 360,000 tested, 0.48% active; in the data active = activation above about 15%;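 also: untransfected CHO-K1 host cells lacking M1 receptor as counterscreen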
An asterisk follows results filed as active; x = no result given. Compounds were not picked by outcome, and some 2.7% of all compounds hit somewhere here.

Under each structure – CHRM4 PAM	CHRM4 antagonist	M5 ag	CHRM4 agonist	M5 PAM	CHO-K1 Ca antag	M5 antag	CHO-K1 Ca PAM	M1 ag parental
1: Cc1cc(C)n(C(=O)C(C)n2nc([N+](=O)[O-])c(Br)c2C)n1 (stereo unspecified)
 : -5	1	-1	1	-6	-6	2	17	-0.1
2: COC(=O)C[C@@H]1CC[C@H](NC(=O)Nc2ccc(OC)cc2)[C@@H](CO)O1
 : 7	-8	1	1	-2	x	5	x	x
3: CC1=C([N+](=O)[O-])C(c2ccc(O)c(O)c2)NC(=O)N1 (stereo unspecified)
 : 4	-12	-5	0	7	-7	-2	-9	0.5
4: COc1ccc(Cn2cnc3sccc3c2=O)cc1
 : -4	3	1	1	2	9	-3	13	-0.3
5: CC(C)c1ccc(NC(=O)NCc2ccc(F)cc2)cc1
 : -9	-1	-1	5	-7	4	1	10	6.0
6: CCOC(=O)C1(Cc2ccccc2)CCCN(CCO)C1 (stereo unspecified)
 : -4	3	1	1	1	-14	6	12	0.5
7: COc1ccc(C2=NC(C)(C)Cc3cc(OC)c(OC)cc32)cc1
 : 6	-2	-4	1	-3	-5	9	13	4.7
8: O=C(COC(=O)c1cccnc1Cl)Nc1cccc(S(=O)(=O)N2CCCCC2)c1
 : -6	4	9	10	-9	10	6	9	10.0
9: Cc1ccc(NC(=O)C2CCN(c3ncnc4sc(C)c(C)c34)CC2)cc1S(=O)(=O)N(C)C
 : -14	-1	-2	14	-14	5	0	3	6.9
10: C=CCSc1nc2sc3c(c2c(=O)n1CC)CCc1ccccc1-3
 : 4	-11	3	1	-2	8	-3	-11	0.1
11: COc1ccccc1C1N(c2ccc(F)cc2)C(=O)C2CCCN21 (stereo unspecified)
 : -6	2	0	2	3	2	4	7	0.2
12: COc1ccc(/C=N/NC(=O)Cn2cnc3ccccc3c2=O)cc1
 : 12	8	-2	1	-4	-1	3	9	-0.2
13: CCc1ccc(Nc2nnc(SCC(=O)Nc3cccc(S(=O)(=O)NC4=NCCCCC4)c3)s2)cc1
 : -7	4	-6	4	-4	0	1	16	1.7
14: CC(NC(=O)Cc1ccccc1)c1cc2c(cc1Br)OCCCO2 (stereo unspecified)
 : 6	7	-1	0	1	-9	-7	24	0.8
15: O=S(=O)(c1ccc(F)cc1)N1CCC(c2nc3ccccc3[nH]2)CC1
 : -1	-6	-2	5	-3	-10	5	15	2.5

Values by screen from the entries so far.
M5 PAM for nos. 2–11 → -2, 7, 2, -7, 1, -3, -9, -14, -2, 3
CHO-K1 Ca antag for nos. 2–11 → x, -7, 9, 4, -14, -5, 10, 5, 8, 2
CHRM4 agonist for nos. 2–11 → 1, 0, 1, 5, 1, 1, 10, 14, 1, 2

Back to the main list with the 2 entries that preceded the break.
Under each structure – CHRM4 PAM	CHRM4 antagonist	M5 ag	CHRM4 agonist	M5 PAM	CHO-K1 Ca antag	M5 antag	CHO-K1 Ca PAM	M1 ag parental
14: CC(NC(=O)Cc1ccccc1)c1cc2c(cc1Br)OCCCO2 (stereo unspecified)
 : 6	7	-1	0	1	-9	-7	24	0.8
15: O=S(=O)(c1ccc(F)cc1)N1CCC(c2nc3ccccc3[nH]2)CC1
 : -1	-6	-2	5	-3	-10	5	15	2.5
16: Cc1[nH]c2ccc(C(=O)OCC(=O)Nc3cccc(S(N)(=O)=O)c3)cc2c1C
 : -1	3	10	2	-11	-10	8	13	0.5
17: C=C(C)CN(CC)C(=O)CC1C(=O)NCCN1CC(C)(C)C (stereo unspecified)
 : 2	-2	-1	1	0	2	2	-16	0.1
18: Cc1nn(CC(O)CN2c3ccccc3Sc3ccccc32)c(C)c1Br (stereo unspecified)
 : -3	-4	-2	1	-3	-13	15	-5	18*
19: COc1ccc(N2C(=O)CC(N3CCN(c4ccc(S(=O)(=O)N5CCCC5)cc4)CC3)C2=O)cc1 (stereo unspecified)
 : 5	-2	-2	1	-4	-9	-6	16	1.0
20: Cn1c(=O)c(=O)n(C)c2cc(S(=O)(=O)N3CC(=O)N(CCc4ccccc4)C(=O)C3)ccc21
 : -14	8	3	1	-11	-8	13	7	-0.3
21: O=C(c1cc2cc(Cl)ccc2o1)N1CCCCCC1
 : -2	5	-5	0	0	7	2	-7	0.0
22: S=C(NCCc1ccccn1)Nc1cc(Cl)cc(Cl)c1
 : -14	-7	2	5	-14	-8	17	4	4.5
23: COC(=O)Cn1c2ccccc2c2nc(=O)cc(C)n21
 : -4	6	3	2	7	-4	7	14	0.4
24: CC(O)c1ccc2c(c1)OCCOCCN(C)CCOCCO2 (stereo unspecified)
 : -4	6	0	0	-7	-6	-5	-1	-0.4
25: CCC(=O)c1ccc(OCC(=O)OC(C)C(=O)NCc2ccc3c(c2)OCO3)cc1 (stereo unspecified)
 : 6	-8	4	7	-5	4	8	5	2.0
26: O=C(Nc1ccc(O)cc1)c1cc2ccccc2c(=O)s1
 : 7	-14	0	4	6	9	-1	0	0.2
27: Cc1ccnc(NS(=O)(=O)c2ccc(NC(=O)C3CCCO3)cc2)n1 (stereo unspecified)
 : 2	3	3	1	3	-16	-1	10	-0.1
28: O=C(COC(=O)/C=C/c1ccc(C(F)(F)F)cc1)NCC1CCCCC1
 : 1	5	3	1	4	-3	7	13	0.9
29: Nc1c(NCCN2CCCCC2)c2ccccc2oc1=O
 : -1	-11	-2	1	-2	-9	-4	17	0.7
30: COCCNC(=S)N(CCc1c(C)[nH]c2ccc(F)cc12)Cc1ccc(C)cc1
 : 4	3	-4	5	0	3	6	-11	4.2
31: COc1cc2c(cc1OC)C(c1cc(Br)ccc1F)N(C(=O)CCl)CC2 (stereo unspecified)
 : -2	9	3	3	-4	-13	11	-7	4.8
32: COc1cc(C)c(Cl)cc1S(=O)(=O)n1ccnc1
 : -10	8	-2	-1	-6	-3	14	3	-0.1
33: Cc1cc(=O)oc2c1c(C)nn2-c1ccc(Cl)cc1
 : 6	5	0	x	1	-1	4	2	-0.3
34: CCOC(=O)C1CCN(C(=O)CC(C)c2ccccc2)CC1 (stereo unspecified)
 : 0	-11	1	1	-3	4	-3	5	0.0
35: Cc1nnc(SCC2=C(C(=O)O)N3C(=O)C(NC(=O)Cn4nc(C(F)F)cc4C)C3SC2)s1 (stereo unspecified)
 : 3	0	0	0	9	-12	0	26	-0.1
36: O=C1COc2ccc(C(=O)COC(=O)CCCOc3ccccc3)cc2N1
 : 2	-18	2	2	2	-13	-8	8	0.9
37: CCOC(=O)c1c(C)[nH]c(C(=O)COC(=O)/C=C/c2ccc(O)c(OC)c2)c1C
 : -2	-7	0	5	0	-1	0	12	0.7
38: O=C(OC1CCOC1=O)c1ccc(NS(=O)(=O)c2cccs2)cc1 (stereo unspecified)
 : -8	2	3	1	1	-9	4	12	2.2
39: CC(CCc1ccccn1)C(=O)C(C)CCc1ccccn1 (stereo unspecified)
 : -3	19	-4	0	1	-2	10	4	1.6
40: Cc1c(Nc2nc(-c3ccccc3)cs2)c(=O)n(-c2ccccc2)n1C
 : -4	1	-4	1	0	-7	-9	8	0.1
41: Nc1ccc2c(c1)C(=NO)c1ccccc1-2
 : 1	1	-6	3	-2	-3	12	3	3.4
42: COc1ccc(C(=O)N/C(=C\c2cccs2)C(=O)N2CCN(C)CC2)cc1OC
 : 0	-15	-4	2	-5	-8	11	13	0.6
43: CC1(C)CC2(CC(c3cccs3)c3cc(Cl)c(O)cc3O2)NC(=S)N1 (stereo unspecified)
 : 5	0	3	5	0	5	4	-5	0.8
44: O=[N+]([O-])c1ccc(C2=NCCO2)cc1
 : -3	-11	-2	0	-1	-14	-8	-10	0.6
45: Cc1nc(SCC(=O)Nc2ccccc2)c2oc3ccccc3c2n1
 : 2	2	0	1	-1	5	1	-5	-0.3
46: Nn1c(SCc2cccc(C(F)(F)F)c2)nnc1-c1ccco1
 : 0	8	1	-1	-2	-2	1	2	-0.1
47: CCCCNC(=O)Cn1nnc(-c2ccccc2)c1COc1ccc(C(C)=O)cc1
 : 3	4	2	1	-9	19	6	-10	0.5
48: CSc1ccccc1NC(=O)CN(c1ccccc1)S(=O)(=O)N(C)C
 : 8	0	1	1	-3	18	1	-7	-0.1
49: C#CCN1C=CC(=O)[C@@H](OC(=O)Nc2ccc(Cl)cc2)[C@H]1c1ccccc1Br
 : -6	-3	1	10	0	-7	5	9	3.2
50: Cc1ccc(-n2nc3ccc(N)cc3n2)cc1C
 : 16*	-4	13	1	21*	-1	-15	14	-0.6
51: CC(C)(C)OCC(O)CN1CCN(C(=O)c2ccccc2)CC1 (stereo unspecified)
 : -1	0	0	0	4	3	-2	-10	-0.6
52: CCOC(=O)C1=NNC(C(=O)c2ccc(C)cc2)C1c1ccc(C)cc1 (stereo unspecified)
 : 1	-3	-6	-2	0	1	1	13	0.0
53: CN1C(=S)N(c2ccccc2)C(=O)/C1=C/c1ccco1
 : -2	-6	2	1	-1	-6	-3	3	-0.2
54: C=CCn1c(C)cc(C(=O)CSc2ccc(NC(C)=O)cc2)c1C
 : 0	0	-6	3	0	-2	5	13	2.2
55: Cn1c(=O)c(/C=C/c2ccc(F)cc2)nc2ccccc21
 : -4	5	-1	1	2	-2	9	23	0.4
56: COc1ccc2oc(C(=O)N(C)CCOc3ccccc3)c(C)c2c1
 : -1	-2	-5	3	-9	2	12	-11	0.0
57: COC(=O)c1sc(NC(=O)CSc2nnnn2-c2cccc(OC)c2)nc1C
 : -10	5	-1	-1	-5	3	9	-4	-0.4
58: C=CCN=C(NC#N)SCC(=O)NC(C)(C)C
 : 2	0	1	0	-1	-4	3	19	0.5
59: O=C(c1ccc(Oc2ccc([N+](=O)[O-])cc2)cc1)N1CCCCCC1
 : -9	10	6	10	-11	12	7	-7	9.8
60: O=C(CC1=NC2(CCCC2)Cc2ccccc21)N1CCOCC1
 : -2	-1	-2	-2	-5	-9	6	7	-0.3
61: CCOC(=O)c1cnn(CCOC(=O)c2ccc(OC)cc2)c1NC(=O)c1ccc(OC)cc1
 : 6	-13	0	2	-2	-6	3	19	0.7
62: CC(C)Oc1ccc(CCC(=O)NNC(=S)Nc2ccccc2)cc1
 : 3	-3	0	1	5	-11	-5	5	0.6
63: COc1ccc(-c2noc(CCC(=O)N3CCN(c4ccc(Cl)cc4)CC3)n2)cc1
 : 6	1	2	0	3	-5	-3	4	0.0
64: COc1ccc(N2CCN(Cc3nc4ccccc4c(=O)[nH]3)CC2)cc1
 : 10	-3	4	2	-1	-13	0	-4	0.1
65: Cc1ccc(-c2cc(C(=O)OCC(=O)Nc3cc(C)on3)c3ccccc3n2)c(C)c1
 : 3	-9	-4	-2	7	-7	-11	22	0.1
66: Cc1ccnc(NC(=O)CCC(=O)N(CC(=O)NC2CCCCC2)c2cccc(C)c2C)c1
 : 3	5	-2	0	0	-3	7	11	0.1
67: O=C(COc1ccccc1Cl)Nc1ccc(C(=O)N2CCCCC2)cc1
 : 0	1	9	7	0	-10	-10	13	4.8
68: CC1(C(=O)NS(=O)(=O)Cc2cccc(Cl)c2)CCN1C(=O)CCc1cccs1 (stereo unspecified)
 : 2	-12	1	0	-7	-10	2	4	0.3
69: Nc1ccc(N=Nc2ccc(O)cc2)c(N)n1
 : -5	2	20	15	-21	-6	11	2	4.2
70: CC(CSc1nnnn1-c1ccccc1)Cn1c(N2CCCC2)nc2c1c(=O)[nH]c(=O)n2C (stereo unspecified)
 : -6	-9	-2	2	3	1	0	2	0.5
